Bioassay records as filed in PubChem BioAssay.
NR2E3 ag-1 – NR2E3 agonists in two-hybrid cells, primary screen, cell-based, luminescence, CHO-S, Gal4-NCOR/VP16-NR2E3. AID 602229, 2012. Photoreceptor-specific nuclear receptor (Homo sapiens), Q9Y5X4. inhibition of corepressor binding, % at 3.98 µM. hit rate 0.35% among 360,000. luciferase;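 active means inhibition above the mean of all tested compounds plus 3 SD, cut at about 70% in these data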;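 further: 0% = DMSO with NR2E3 transfected cells and 100% = cells lacking NR2E3 construct; higher means lower luciferase signal from less NR2E3 corepressor binding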
Target sequence (Q9Y5X4 whole entry, looked up, the tested form may be a part): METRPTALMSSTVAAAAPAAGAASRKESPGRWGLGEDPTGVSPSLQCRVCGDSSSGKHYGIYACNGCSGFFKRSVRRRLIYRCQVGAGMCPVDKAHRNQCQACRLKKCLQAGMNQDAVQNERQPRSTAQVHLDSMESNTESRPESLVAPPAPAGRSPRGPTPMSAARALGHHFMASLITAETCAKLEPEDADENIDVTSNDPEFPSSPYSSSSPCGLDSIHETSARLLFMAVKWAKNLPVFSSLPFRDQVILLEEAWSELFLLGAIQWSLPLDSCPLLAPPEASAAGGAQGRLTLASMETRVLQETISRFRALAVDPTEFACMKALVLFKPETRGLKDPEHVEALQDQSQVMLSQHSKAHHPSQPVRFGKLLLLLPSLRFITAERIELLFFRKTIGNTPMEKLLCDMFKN
aDG glyco act – activators of alpha-DG glycosylation, primary screen, uHTS, Pro5-aDG cells, AlphaScreen | alpha-DG glycosylation AlphaScreen (IIH6); 0% Pro5, 100% B10-LARGE cell signal | activation, % at 10 µM | hit rate 0.22% among 360,000 | AID 624168, 2012;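 active means activation of at least 8% versus controls, or a plate z-score of at least 8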;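 further: Pro5 are CHO cells carrying HIG-tagged alpha-DG that lacks glycosylation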
Vif inh – HIV Vif self-association inhibitors, primary screen, imaging, HEK293T, single point; HEK293T cells, Vif self-association by quenched fluorescence, 24 h; inhibition, % at 7.49 µM; hit rate 0.35% among 340,000; AID 602346, 2012; in the data active means inhibition above about 50%, passing the limit was not always enough; further: some results filed as inactive read as strong as hits
Peg3 promoter – Peg3 promoter-driven luciferase inhibitors, primary screen, cell-based, HeLa, luciferase luminescence. HeLa PEG-Prom luciferase reporter, overnight. inhibition, % at 20 µM. hit rate 1.7% among 360,000;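 active means inhibition of at least 50% at 20 µM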
Granule exo inh – LAMP-1 surface exposure blockers, TALL-104 cells – cell-based, flow cytometry, MLPCN library, primary screen. TALL-104 LAMP-1 surface exposure; cells stimulated with thapsigargin and PMA. inhibition, % at 10 µM. hit rate 0.66% among 360,000;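 active means inhibition above about 55%, limit read from the data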
HIF-2a block – HIF-2a reporter inhibitors, primary screen, luminescence, 786-0 RCC cells; 786-0 RCC cells HIF-2a reporter, luciferase luminescence, overnight; inhibition, % at 18.8 µM; hit rate 0.72% among 360,000; AID 624352, 2012;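 active means inhibition of the luminescence signal of 40% or more relative to plate controls, in a single-dose primary screen at 18.75 µM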
TRPM1 prom inh – inhibitors of MITF-dependent TRPM1 promoter reporter, primary screen, cell-based, SK-MEL-5, single point, luciferase; SK-MEL-5 TRPM1 promoter luciferase, 24 h; AID 488899, 2010; hit rate 0.83% among 330,000; inhibition, % at 12.5 µM;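 active means mean inhibition across replicates of 60% or more, whatever share of single replicates reaches that level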; further: values of inactives mirror those of a sister screen read the other way
NR2E3 ag-2 – inhibitors of NR2E3-RetCOR corepressor binding, primary screen, NR2E3 agonist project, biochemical, TR-FRET, GST-NR2E3, biotin-RetCOR; AID 2300, 2010; 1536-well; Photoreceptor-specific nuclear receptor (Homo sapiens), Q9Y5X4; hit rate 0.12% among 320,000; inhibition of corepressor binding, % at 4.78 µM;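 active means percent inhibition above the cutoff of mean plus 3 SD of all tested compounds, set per screening campaign, cut at about 20% in these data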;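 further: 0% = DMSO wells and 100% = biotin wells as full block of FRET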
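Material – GST-tagged NR2E3 plus biotinylated RetCOR corepressor · Quantity – NR2E3 fusion 1.35 nM · Times – 5 h incubation at 4 °C · Medium – pH 7.5 Tris-based buffer · Technique – TR-FRET, Eu(K)-anti-GST donor, streptavidin-D2 acceptor, ex 340, em 617/671 nm · Benchmarks – high control biotin, low control 0.6% DMSO · Format – 1536-well plates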
CaV13 FRET inh – Disruptors of the CACNA1D IQ motif to Ca2+-dependent inactivation inhibitor domain association, primary screening, Förster resonance energy transfer in intact living …; HEK cells, CFP/YFP FRET ICDI-IQ, plate reader, 10 min; percent FRET-ratio fall versus neutral wells; inhibition, % at 12.3 µM; hit rate 0.098% among 340,000; AID 743397;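 active means mean replicate inhibition of at least 30% and at least 1% of replicates passing that level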;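 further: 0% = median of the neutral control wells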
PDI turbidity – inhibitors of human PDI, primary screen, biochemical, turbidity, single point, plate reader; PDI insulin aggregation turbidity, A650, 90 min; hit rate 0.052% among 350,000; Protein disulfide-isomerase (Homo sapiens), P07237; AID 588391, 2011; inhibition, % at 10 µM;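 active means mean inhibition across replicates of 30% or more, whatever share of single replicates reach that level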;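 further: absorbance from insulin aggregation driven by PDI reduction with DTT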
Target sequence (P07237 whole entry, looked up): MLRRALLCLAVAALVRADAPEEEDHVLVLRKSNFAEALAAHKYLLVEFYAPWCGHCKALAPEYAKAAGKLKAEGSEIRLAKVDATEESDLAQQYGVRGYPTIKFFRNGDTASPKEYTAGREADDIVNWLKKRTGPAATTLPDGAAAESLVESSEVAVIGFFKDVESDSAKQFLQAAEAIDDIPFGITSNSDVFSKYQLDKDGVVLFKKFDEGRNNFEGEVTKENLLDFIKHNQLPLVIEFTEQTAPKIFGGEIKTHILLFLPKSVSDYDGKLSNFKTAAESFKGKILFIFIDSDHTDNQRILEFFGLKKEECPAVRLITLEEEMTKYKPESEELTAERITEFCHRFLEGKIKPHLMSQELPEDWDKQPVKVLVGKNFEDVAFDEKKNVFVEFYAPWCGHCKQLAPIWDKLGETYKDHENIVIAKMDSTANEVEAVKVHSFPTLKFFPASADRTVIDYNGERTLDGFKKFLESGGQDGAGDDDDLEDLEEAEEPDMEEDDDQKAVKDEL
iPSC survival up – enhancers of single-cell hiPSC survival, primary screen, ATPlite luminescence | 100% = ROCK inhibitor wells, 0% = DMSO | survival enhancement, % at 20 µM | hit rate 0.044% among 360,000; in the data active means survival enhancement above about 18%;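 further: cells exposed to compounds for 16 hours before the ATP read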
* hit, by the source's call; . = no result given. An unsorted share of the library; overall some 3.5% were active at least once.

Under each structure: NR2E3 ag-1	aDG glyco act	Vif inh	Peg3 promoter	Granule exo inh	HIF-2a block	TRPM1 prom inh	NR2E3 ag-2	CaV13 FRET inh	PDI turbidity	iPSC survival up
O=C(Cc1ccc(NC(=O)C2CCCN(C(=O)C3CCC3)C2)cc1)Nc1ccc(C(=O)N2CCOCC2)cc1 (configuration not stated)
  -19	-0.3	.	-5	3	6	2	.	-5	-5	4.6
Cc1ccccc1NC(=O)Cn1c(=O)sc2ccccc21
  9	-0.1	-1	-12	-3	16	4	0	-2	6	-0.6
Cc1ccccc1-c1nnn(Cc2ccc(F)cc2Cl)n1
  -24	0.0	-4	-177	-4	-238	-52	-2	-19	-1	-0.1
CN1C[C@@H]2C(c3ccccc3)C3(c4cccnc4)CC2(C3)[C@H]1c1ccccc1 (some centres not stated)
  -3	-0.2	3	-2	-2	2	-3	-2	-5	7	-1.7
O=C(NC1CCCC1)C1c2ccccc2OCC(=O)N1Cc1ccc2c(c1)OCO2 (configuration not stated)
  -6	0.0	.	.	-4	6	.	.	-3	.	-0.7
CCCc1nnc(NC(=S)Nc2ccccc2)s1
  -30	0.4	-3	-317	-3	-192	-60	10	-6	5	0.0
C=CCn1c(CSc2nc3ccccc3s2)nnc1SCC(=O)NCc1cccnc1
  16	0.2	-2	8	0	4	9	-1	-5	-2	-3.4
COc1ccc(C(CC(=O)O)c2ccc3c(c2)OCO3)cc1 (configuration not stated)
  -36	0.2	.	13	-4	19	-13	0	-22	-6	1.2
CCOC(=O)C1=CC[C@H]2c3c(c4ccccc4n3C)C[C@H]1N2C
  -6	0.0	-2	2	0	12	-3	-1	-12	-3	-0.8
CCS(=O)(=O)N1CCC(c2nc(-c3ccc(C(F)(F)F)cc3)no2)CC1
  0	2.2	16	-7	2	-16	5	-8	-8	-2	-3.1
CC(C)N(Cc1cn[nH]c1-c1ccc(-c2ccccc2)cc1)Cc1nccn1C
  -15	4.5	12	-25	28	-57	-26	0	-5	10	-0.1
CC1CCCCN1C(=O)C1CC(c2ccc(F)cc2)=NO1 (configuration not stated)
  -83	0.2	9	-175	0	-134	-68	-2	-7	2	-0.1
Clc1cccc(Cn2ncc3ccccc32)c1
  -25	-0.2	-11	-10	-2	-24	.	.	-14	6	-0.3
O=C(c1c(F)c(F)c(F)c(F)c1F)N1CCc2ccccc21
  -10	0.6	1	7	0	23	4	-1	-5	-5	-1.2
O=C(N/N=C\c1cc(Br)c(Br)o1)c1cncc(Br)c1
  -11	0.1	2	7	-4	5	-3	1	-2	13	-2.3
CCOC(=O)c1c(/N=C/C2C(=O)CC(C)(C)CC2=O)sc(C)c1C
  5	-0.2	1	0	-2	11	-7	-3	-3	3	0.4
O=[N+]([O-])c1ccc(COc2cccc(CN3CCCC3)c2)cc1
  -22	-0.2	.	-15	-2	-25	-19	.	.	-8	-2.3
CC/C=C/C(=O)N1CC2(CC(c3cccc(NC(=O)CC(c4ccccc4)c4ccccc4)c3)=NO2)C[C@@H]1C(N)=O (some centres not stated)
  -9	0.2	-17	-2	2	-6	-9	2	-9	1	0.6
O=[N+]([O-])c1cc(Cc2ccccc2)cc(C=Nc2ccc(N3CCOCC3)cc2)c1O
  17	0.3	1	5	-1	32	-2	-13	.	8	0.4
CCN(C(=O)COC(=O)c1ncc(Cl)c(Cl)c1Cl)c1c(N)n(Cc2ccccc2)c(=O)[nH]c1=O
  -20	0.0	1	-6	6	-3	10	.	-5	3	0.8

Under each structure: NR2E3 ag-1	aDG glyco act	Vif inh	Peg3 promoter	Granule exo inh	HIF-2a block	TRPM1 prom inh	NR2E3 ag-2	CaV13 FRET inh	PDI turbidity	iPSC survival up
Cn1nc(-c2ccccc2)c(COC(=O)c2cccc(Cl)c2)c1S(=O)(=O)c1ccccc1
  -28	0.2	3	20	-2	7	19	2	-1	-17	-2.5
Cn1cnnc1SCc1ccc(-c2ccc(Br)cc2)o1
  -39	0.0	-5	-85	17	-22	-16	4	-5	-1	-0.4
CCc1c(C)c(C#N)c2nc3ccccc3n2c1NCCOC
  -24	-0.1	10	27	40	16	2	-2	-6	-1	0.0
O=C(CCCCCN1C(=O)[C@@H]2Cc3ccccc3CN2C1=O)Nc1ccccc1Cl
  -5	0.5	7	-16	0	-59	1	1	-3	-4	-0.3
COc1ccc(C2=NN(C(C#N)c3ccc(OC)c(OC)c3)C(c3ccccc3)C2)cc1 (configuration not stated)
  -147	0.0	4	-230	-4	-320	-98	0	-5	0	-2.0
O=c1c(Cc2c(F)cccc2Cl)c(O)ccn1Cc1ccc2c(c1)OCO2
  -12	0.3	-4	13	-3	12	8	0	4	-3	-0.3
CCOC(=O)Cc1csc(NC(=O)COc2c(C)cccc2C)n1
  3	-0.3	3	-5	-4	18	2	-1	-2	15	1.6
COCCNC(=S)N(CCc1c(C)[nH]c2ccccc12)Cc1ccco1
  -2	0.0	0	19	2	4	5	3	-4	0	2.2
CCCc1cc(=O)[nH]c(SCC(=O)c2cc(C)n(-c3c(C)n(C)n(-c4ccccc4)c3=O)c2C)n1
  6	-0.2	-1	0	-2	13	-8	-1	-19	-5	0.1
CN(CC(=O)Nc1ccncc1)S(=O)(=O)c1ccccc1
  -4	0.1	-16	17	0	3	-4	1	0	18	-2.5
C[C@H]1CN([C@@H](C)CO)C(=O)CCCn2nncc2CO[C@@H]1CN(C)Cc1cccc(O)c1
  -23	-0.1	-3	-5	-2	-9	.	.	-2	4	-1.4
COCCN(C(=O)COC(=O)/C=C/c1ccc(C(F)(F)F)cc1)c1c(N)n(Cc2ccccc2)c(=O)[nH]c1=O
  2	0.5	-1	-3	6	13	5	-1	-6	0	-0.7
C=CCN1CCN(C(c2cccc(OC)c2OC)c2nnnn2CCC(C)C)CC1 (configuration not stated)
  -8	-0.3	-21	9	-1	9	2	2	4	2	-1.5
CCn1c(COc2cccc3ccccc23)nnc1SCC(=O)OC1CCCCC1
  1	0.0	-3	10	35	58*	-6	-1	-9	5	0.5
COCCn1c(SCC(=O)N2CCCc3ccccc32)nnc1-c1ccoc1C
  -34	0.0	23	12	-1	11	-4	-2	-5	1	-1.1
CCOc1cccc2cc(C(=O)N3CCc4ccccc4C3)c(=O)oc12
  -6	-0.1	5	5	-2	-4	10	4	-8	3	-0.2
O=C1OCCN1C(=O)[C@H]1[C@H](c2ccccc2)C(c2ccc(F)cc2)=NN1c1ccc(Br)cc1
  -10	0.3	-2	32	-1	-28	8	.	-6	3	-2.1
NS(=O)(=O)c1ccc(NC(=O)COc2ccc(S(=O)(=O)N3CCCC3)cc2)cc1
  -24	-0.2	15	-5	-10	8	-3	0	-5	5	-0.3
CCOC(=O)c1ccc(CN(Cc2ccc(C)cc2)S(=O)(=O)c2cccc([N+](=O)[O-])c2)cc1
  -5	0.0	1	13	0	10	-1	1	-3	-12	0.5
O=C(c1ccccc1)c1ccc(-c2ccc(O)cc2)cc1
  -90	-0.1	-3	-215	-16	-386	-17	.	-21	1	-0.2

Under each structure: NR2E3 ag-1	aDG glyco act	Vif inh	Peg3 promoter	Granule exo inh	HIF-2a block	TRPM1 prom inh	NR2E3 ag-2	CaV13 FRET inh	PDI turbidity	iPSC survival up
CN(Cc1ccc(Br)s1)C(=O)CNC(=O)c1ccc2c(c1)OCO2
  -27	0.0	-3	-1	-2	-5	-7	-1	-6	2	-0.4
Cc1cc(NC(=O)c2ccc([N+](=O)[O-])o2)ccc1NC(=O)c1ccco1
  27	2.8	5	100*	0	47*	77*	.	-3	-5	-2.9
Cc1ccccc1C(=O)NC1CCN(Cc2nnnn2CCc2ccccc2)CC1
  -8	-0.1	-5	-8	-1	8	0	1	-5	7	-0.8
CS(=O)(=O)c1[nH]nc(-c2cccc(Cl)c2)c1C#N
  -24	0.0	-7	1	1	-3	3	4	-20	-3	-0.9
COC(CNC(=O)CCc1c(C)nc2c(-c3ccccc3)c(C)nn2c1C)OC
  -6	-0.1	.	4	8	15	9	1	-4	2	-0.2
CCOc1ccc(-c2[nH]nc3c2C(c2ccc(O)cc2)C(C#N)=C(N)O3)cc1 (configuration not stated)
  -15	-0.3	-1	-52	10	-5	0	2	-8	1	-0.1
COC(=O)c1cn(-c2ccccc2)nc1-c1ccccc1
  -15	0.5	-3	-60	0	-99	-22	5	.	-4	-3.4
CC1(C)CC(NC(=O)c2ccc3c(c2)OCO3)CC(C)(C)N1
  -11	0.1	4	2	-2	-6	1	4	-5	0	2.3
O=C(c1ccc2ccccc2c1)N1CCN(Cc2ccccc2)CC1
  -50	0.0	-3	-165	4	-160	-57	1	-21	-6	-0.3
COc1ccc(C/C(N)=N/n2cnnc2)cc1
  -13	0.1	6	8	-2	10	-7	-1	-9	-3	1.7
Cc1cccc(OCC(=O)N2CCN(C(=O)c3ccc([N+](=O)[O-])cc3)CC2)c1
  -39	0.5	-16	2	14	12	6	-1	6	-3	3.5
CCn1ncc(Br)c1C(=O)NC1CCCCCCC1
  11	-0.1	-8	15	0	13	4	.	-4	-26	1.4
O=C(NCc1cccnc1)c1ccc(Cl)c(S(=O)(=O)Nc2ccccc2C(=O)NCc2cccnc2)c1
  6	-0.1	4	11	-9	13	5	2	.	3	1.4
Cc1ccc(C=C(C#N)C(=O)c2ccccc2)cc1
  9	0.0	-4	-3	8	7	.	.	-4	.	0.1
COc1ccccc1Oc1coc2cc(O)ccc2c1=O
  -10	-0.2	-8	12	1	16	4	2	-3	12	1.4
O=C(COc1ccc2c(C(F)(F)F)cc(=O)oc2c1)Nc1ccc(N2CCOCC2)cc1
  -12	0.0	-5	4	-8	14	2	0	-4	-7	0.1
CC(=O)Nc1ccc(NC(=O)c2ccccc2CCc2ccccc2)cc1
  -15	0.0	-2	12	0	16	-1	0	-4	7	-0.8
CCC(=O)Nc1c2c(nn1-c1ccc(C)cc1C)CSC2
  -1	-0.1	2	6	0	17	10	-4	.	6	0.6
O=c1ccc(-c2ccc(S(=O)(=O)Nc3ccccc3)o2)n[nH]1
  -1	0.2	7	-18	18	0	-13	0	-7	2	-0.5
C=CCN1C(=O)N/C(=C/c2ccccc2OCC(=O)Nc2ccc(F)cc2)C1=O
  19	-0.3	5	-4	-2	-40	-20	-1	-15	-1	0.4
COc1cccc(NC(=O)c2oc3ccccc3c2NC(=O)C2CC2)c1
  -4	0.0	-13	0	0	-28	-15	-5	-5	-8	2.3
